Source: PubChem BioAssay (several laboratories)
CR mimetic SO: caloric restriction mimetics inhibiting age-related superoxide in yeast | superoxide response (% of plate mean), % at 10 µM | actives 0.18% (n = 330,000) | AID 2690 | S. cerevisiae aged cells, superoxide DHE fluorescence; hits give low values;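 active means superoxide response under a set limit, about three screen SD below normal, cut at about 65% in these data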;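 further: yeast aged for seven days with compound at 30 °C before DHE staining; 100% = average MFI of all compound-treated wells on the plate with controls excluded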
VLA-4 inh: inhibition in a human VLA-4 binding assay; P13612; VLA-4 expressing cells, ligand binding flow cytometry; inhibition, % (about 7 µM as worked out from the volumes in the protocol); actives 0.2% (n = 330,000); in the data active means inhibition above about 50%
Target sequence (P13612 whole entry, looked up): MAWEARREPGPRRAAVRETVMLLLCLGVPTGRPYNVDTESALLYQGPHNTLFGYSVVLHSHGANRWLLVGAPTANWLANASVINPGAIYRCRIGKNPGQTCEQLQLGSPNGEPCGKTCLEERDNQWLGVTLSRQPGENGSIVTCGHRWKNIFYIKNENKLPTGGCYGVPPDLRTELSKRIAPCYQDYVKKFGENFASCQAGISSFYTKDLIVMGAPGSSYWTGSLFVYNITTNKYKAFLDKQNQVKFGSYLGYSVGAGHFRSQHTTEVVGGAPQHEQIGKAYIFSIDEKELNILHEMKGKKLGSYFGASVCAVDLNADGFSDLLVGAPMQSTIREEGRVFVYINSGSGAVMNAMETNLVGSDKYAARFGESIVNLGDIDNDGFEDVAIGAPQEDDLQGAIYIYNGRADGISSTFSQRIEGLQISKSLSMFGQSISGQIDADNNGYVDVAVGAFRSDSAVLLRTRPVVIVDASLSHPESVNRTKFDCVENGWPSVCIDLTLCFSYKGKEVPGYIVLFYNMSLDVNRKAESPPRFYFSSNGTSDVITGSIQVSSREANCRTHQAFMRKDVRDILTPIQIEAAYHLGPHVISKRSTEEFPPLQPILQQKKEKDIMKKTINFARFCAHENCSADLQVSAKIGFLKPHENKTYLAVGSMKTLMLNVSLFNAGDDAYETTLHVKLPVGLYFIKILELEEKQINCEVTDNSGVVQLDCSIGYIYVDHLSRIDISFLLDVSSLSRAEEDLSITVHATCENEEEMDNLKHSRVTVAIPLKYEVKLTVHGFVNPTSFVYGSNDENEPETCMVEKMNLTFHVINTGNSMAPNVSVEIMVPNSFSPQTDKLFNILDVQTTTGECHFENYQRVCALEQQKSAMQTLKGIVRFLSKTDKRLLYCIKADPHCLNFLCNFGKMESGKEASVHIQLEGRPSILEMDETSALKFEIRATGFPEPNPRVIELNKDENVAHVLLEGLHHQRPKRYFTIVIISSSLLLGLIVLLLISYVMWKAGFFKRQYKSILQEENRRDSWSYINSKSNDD
GRK2 aptamer HTS: human GRK2 inhibition via aptamer displacement. AID 488847. inhibition of aptamer binding, % at 10 µM. actives 0.59% (n = 330,000). bead flow cytometry, FAM-aptamer displacement from GRK2;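 active means inhibition of aptamer binding above 40%, roughly 3 SD of noise, on plates passing a quality check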;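 further: median bead fluorescence of bound FAM aptamer so fluorescent compounds give negative values; no value below 0 was filed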
MCL1-BIM inh: inhibitors of human MCL1 binding to BIM-BH3 peptide; Q07820; GST-MCL1 / FITC-Bim-BH3 fluorescence polarization; inhibition, % at 10.9 µM; actives 0.68% (n = 320,000); AID 2057;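 active means inhibition above the mean inhibition of all tested compounds plus 3 SD, set per campaign, cut at about 40% in these data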;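 further: 0% = DMSO wells and 100% = unlabeled Bim-BH3 peptide control; higher means more loss of mP so more displacement of Bim peptide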
AGP1 TOR yeast: alters AGP1-GFP fluorescence in TOR pathway yeast screen; S. cerevisiae AGP1-GFP multiplex flow cytometry, 3 h; GFP as percent of DMSO wells; GFP response vs DMSO, % at 10 µM; AID 2066; actives 0.02% (n = 320,000);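 active means GFP response relative to DMSO above a set limit, near screen average plus 3 SD, cut at about 150% in these data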;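 further: median GFP channel fluorescence of the gated AGP1 strain per well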
CIT2-GFP yeast: yeast TOR pathway CIT2-GFP modulation. GFP response vs DMSO, % at 10 µM. actives 0.065% (n = 320,000). S. cerevisiae CIT2-GFP strain, flow cytometry, 3 h; 100 means same as DMSO wells;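 active means GFP response relative to DMSO above a set limit, near the screen mean plus 3 SD, cut at about 150% in these data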;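 further: ratio of well median GFP fluorescence to mean of DMSO wells on the plate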
Bcl-xL primary: blocks human Bcl-xL binding to Bim BH3 peptide; Q07817; GST-Bcl-xL / FITC-Bim BH3 peptide fluorescence polarization; inhibition, % at 10.9 µM; actives 0.7% (n = 320,000); AID 2129;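 active means inhibition above the mean of all tested compounds plus 3 SD, cutoff set per campaign, cut at about 30% in these data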;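 further: 0% = DMSO wells and 100% = unlabeled Bim-BH3 peptide competitor; inhibitors lower millipolarization by displacing the labeled peptide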
GLD-1 RNA inh: GLD-1-TGE RNA interaction inhibition (C. elegans); Q17339; purified GLD-1 + fluorescein TGE RNA, fluorescence polarization; inhibition, % at 5.96 µM; actives 0.44% (n = 320,000); AID 2280;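 active means percent inhibition above a per-plate cutoff, the plate mean of test compounds plus 3 SD, cut at about 30% in these data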;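 further: 0% = DMSO wells with GLD-1 and probe and 100% = wells lacking GLD-1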
MEX-5 binding: C. elegans MEX-5 TCR-2 RNA binding activity | Q9XUB2 | MEX-5/FITC-TCR2 RNA binding, fluorescence polarization; hits give low values | actives 0.38% (n = 300,000) | activity score (negative = inhibition of binding), % at 10 µM | AID 1832;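 active means inhibition past about -25% in most replicates, and total fluorescence under double the plate's negative control median, limit read from the data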;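 further: 0% = DMSO and -100% = 5 µM competing unlabeled TCR2 RNA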
An asterisk follows results filed as active; / = no result given.

compound	CR mimetic SO	VLA-4 inh	GRK2 aptamer HTS	MCL1-BIM inh	AGP1 TOR yeast	CIT2-GFP yeast	Bcl-xL primary	GLD-1 RNA inh	MEX-5 binding
CCS(=O)(=O)Nc1ccc(C2=NN(C(=S)Nc3ccccc3)C(c3ccco3)C2)cc1 (centres undefined)	98	10	8	-6	102	100	5	4	5.4
CCCCOc1ccc(CNn2c(C)nc3ccccc3c2=O)cc1	102	0	2	1	91	87	-5	7	-4.6
COc1ccc(NC(=O)CCN2CCCCCC2)c(OC)c1	100	15	0	5	111	100	5	1	-0.2
O=S(=O)(Nc1ccncc1)c1ccccc1	100	4	2	-1	106	94	-2	0	-1.3
O=C(Nc1ccccc1)Nc1ccc(F)c([N+](=O)[O-])c1	107	-13	0	4	97	94	14	-5	0.8
O=C(NC(=S)NCCc1ccccc1)c1ccco1	87	-3	2	3	93	96	4	-1	0.6
Cc1noc(C)c1S(=O)(=O)N1CCC(C(=O)N2CCC(N3CCCCC3)CC2)CC1	112	15	0	-2	95	89	-3	-2	2.9
CC(NC(=O)c1cccc(OC2CCN(C(=O)C3CC3)CC2)c1)c1ccc(F)cc1 (centres undefined)	109	5	2	0	95	103	-3	-5	-0.9
O=C(NCc1ccccc1)c1ccccc1OCC(=O)N1CCCCC1	105	-9	3	2	97	124	7	1	0.7
CCOc1cccc(/C(O)=C2/C(=O)C(=O)N(CCN3CCOCC3)C2c2cccnc2)c1 (centres undefined)	109	-12	2	0	103	98	0	4	-2.3
CC1(C)N=C(/C=N/O)C=[N+]1[O-]	109	5	0	0	95	97	0	-4	-1.1
c1ccc(-c2cnc(-c3ccccc3)nc2)cc1	103	1	0	6	89	92	1	-2	1.1
CCSc1ccc([C@@H]2[C@@H]3C(=O)N(CC)C(=O)[C@@H]3[C@]3(C(=O)OC)CCCCN23)cc1	102	0	0	4	100	98	5	4	0.5
COc1cccc(C(=O)OCC(=O)Nc2cc(C)on2)c1OC	96	-11	4	/	104	114	/	1	/
CCC(=O)Nc1cccc(C2=NOC3(C2)C[C@@H](C(N)=O)N(C(=O)COc2ccc(Cl)cc2)C3)c1 (some centres undefined)	101	19	3	-1	86	98	0	0	1.4
COc1ccccc1C(=O)COC(=O)CNC(=O)c1ccc(Br)o1	116	-3	3	-4	102	93	-1	3	1.0
CCc1ccccc1N(C(=O)c1ccco1)C(C(=O)NC1CCCC1)c1cccnc1 (centres undefined)	92	4	0	-2	98	91	2	-7	-3.5
Cc1ccc(OCc2ccccc2Br)c([N+](=O)[O-])n1	100	13	2	-6	95	91	-2	4	1.3
CCN(CC(O)COCc1ccc(Cl)cc1)C1CCCCC1 (centres undefined)	100	5	0	-8	89	84	-2	0	0.6
COc1cccc(NC(=O)CSc2nc3c(c(=O)n2C)SC(C)C3)c1 (centres undefined)	93	-8	4	0	100	100	6	0	0.6
CCOC(=O)N1CCN(Cc2nc3cc(NC(=O)c4cccs4)ccc3n2C)CC1	101	0	7	10	96	/	6	-5	-0.4
CCOC(=O)c1c(C)[nH]c(C(=O)COC(=O)CNC(=O)c2ccc(Cl)cc2)c1C	95	17	0	-3	89	93	3	5	-0.7
COc1ccc(C(=S)N2CCOCC2)cc1OC(=O)c1cc([N+](=O)[O-])c(C)c([N+](=O)[O-])c1	84	8	0	15	99	99	9	1	2.3
O=C(CSc1ccc(Cl)cc1)N1N=CCC1c1ccccc1 (centres undefined)	90	-4	0	0	106	86	-9	4	0.6
C=CCNC(=O)c1csc(-c2ccccc2)n1	97	-13	0	-5	98	107	-1	9	-2.5
Cc1cc(C)c(S(=O)(=O)NCc2ccc3c(c2)OCO3)c(C)c1	109	-3	0	/	100	96	/	/	-2.8
COc1ccccc1Sc1nc(-c2ccccc2)ncc1OC	100	-4	4	6	95	88	5	-3	0.1
COc1cc(CN2CCN(C(=O)c3cccc4ccccc34)CC2)cc(OC)c1OC	93	2	2	11	104	104	5	0	-1.6
CCOc1ccccc1NC(=O)C(=O)CC(=O)c1cccc(OC)c1	105	-4	0	13	99	95	0	-7	-0.3
COCCCn1c(SCC(=O)Nc2cccc(C(=O)OC)c2)nnc1-c1ccncc1	109	5	0	-10	103	95	2	-1	-0.5
O=C(CN(Cc1ccc(F)cc1)C(=O)c1csnn1)NCc1ccccc1	99	-1	4	10	106	99	7	1	0.5
CN(C)S(=O)(=O)Oc1ccsc1C(=O)Nc1ccccc1Cl	103	0	3	11	93	87	0	2	-1.2
CC1(C)Cc2c(c(N3CCOCC3)nc3sc4c(NCCN5CCOCC5)nnnc4c23)CS1	82	-6	0	0	94	97	6	-2	-2.3
Cc1ccc(C(=O)N(Cc2cccs2)C2CCS(=O)(=O)C2)cc1 (centres undefined)	75	-18	7	7	104	107	5	5	0.7
COc1ccc(NC(=O)CC2C(=O)N(C)C(=S)N2CCc2ccc(F)cc2)cc1 (centres undefined)	97	3	0	0	100	92	1	5	-1.4
O=C(Nc1scc(-c2cccs2)c1C(=O)O)c1cccs1	140	10	1	8	95	98	11	-3	-1.3

Compounds listed so far containing bromine (two):
compound	CR mimetic SO	VLA-4 inh	GRK2 aptamer HTS	MCL1-BIM inh	AGP1 TOR yeast	CIT2-GFP yeast	Bcl-xL primary	GLD-1 RNA inh	MEX-5 binding
COc1ccccc1C(=O)COC(=O)CNC(=O)c1ccc(Br)o1	116	-3	3	-4	102	93	-1	3	1.0
Cc1ccc(OCc2ccccc2Br)c([N+](=O)[O-])n1	100	13	2	-6	95	91	-2	4	1.3

Continued.
compound	CR mimetic SO	VLA-4 inh	GRK2 aptamer HTS	MCL1-BIM inh	AGP1 TOR yeast	CIT2-GFP yeast	Bcl-xL primary	GLD-1 RNA inh	MEX-5 binding
CCOC(=O)Nc1ccc(NS(=O)(=O)c2ccc(C)cc2)cc1	94	-9	0	-3	101	103	2	1	-0.1
O=S(=O)(NCCS(=O)(=O)N1CCN(c2ccccc2)CC1)c1ccc(F)cc1	99	10	0	-2	98	93	1	5	-5.6
CCCC(=O)Nc1nc(C)c(-c2csc(Nc3cc(OC)ccc3OC)n2)s1	101	-2	3	0	91	85	0	-4	-2.2
Cc1ccc2cccc(SCC(=O)Nc3ccc(F)cc3)c2n1	79	1	0	6	94	102	5	-1	-3.9
O=C(CN1C(=O)NC2(CCc3ccccc32)C1=O)c1cccs1 (centres undefined)	103	3	3	/	100	108	/	-3	/
COc1ccc(Cl)cc1NC(=O)C1CCN(C(=O)C2CC(=O)N(c3ccc(C)cc3)C2)CC1 (centres undefined)	102	3	0	1	98	92	5	-1	-1.2
O=C1c2ccccc2C(=O)N1COc1ccc(S(=O)(=O)N2CCOCC2)cc1[N+](=O)[O-]	108	12	0	7	98	97	5	2	0.0
CC(=O)N1CCC(C(=O)OCc2ccc(Cl)cc2)(c2ccccc2)CC1	98	9	0	8	28	73	0	-8	2.2
Cc1cc(Cl)ccc1NC(=S)NCc1ccc(F)cc1	105	-6	1	2	102	106	1	1	4.5
Cc1cc(C(=O)OCC(=O)N2CCc3ccccc32)c(C)o1	99	14	0	2	100	94	8	4	0.8
COc1ccc(-n2c(=O)cc(N3CCc4ccccc43)[nH]c2=O)cc1	97	10	2	-3	92	92	1	0	1.0
CC1(C)Oc2ccc3ccc(=O)oc3c2C(N2CCCCC2)C1O (centres undefined)	101	6	0	-3	93	91	-2	-18	1.0
COC1=C(Nc2ccc(OC)cc2)C(=O)c2ccccc2C1=O	108	2	0	-7	96	97	0	7	0.3
CCC(C)(C)NC(=O)c1ccc2c(c1)N(CC(=O)OC)C(=O)C(C)(C)O2	103	7	4	4	95	88	6	1	-0.6
Cc1ccc(C(=O)OC(C)C(=O)NC2CCCCC2C)cc1S(=O)(=O)N1CCOCC1 (centres undefined)	105	4	2	-7	98	102	-1	4	-0.9
CCOC(=O)C(O)(NC(=O)c1cccnc1)C(F)(F)F (centres undefined)	110	24	0	0	96	101	2	0	1.2
O=[N+]([O-])c1cc(Br)c(O)c(C=Nc2ccc(N3CCOCC3)cc2)c1	99	-6	51*	26	89	100	17	2	0.2
Cc1nnc(SCC(=O)Nc2sc3c(c2C(=O)c2ccccc2)CCCC3)s1	91	0	1	4	101	97	6	6	0.9
CCC(C(=O)Nc1ncc(C)s1)c1ccccc1 (centres undefined)	99	-1	0	3	94	94	8	1	0.2
Cc1ccc(Nc2c(-c3ccc(N4CCOCC4)cc3)nc3ncccn23)c(C)c1	97	26	1	7	98	95	5	6	-3.6
O=C(c1ccco1)N1CCN(S(=O)(=O)c2ccc([N+](=O)[O-])cc2)CC1	110	2	2	3	87	94	3	1	0.8
CN1CCCCCC1=Nc1ccccc1C#N	100	-11	0	-3	103	105	4	2	-1.1
O=C(NC1(C(F)(F)F)Oc2ccccc2O1)N1CCCC1	84	3	1	18	102	102	8	-2	2.6
O=[N+]([O-])c1ccc(N2CCCC2)cc1NC(c1ccccc1)c1ccccc1	112	-4	0	-3	103	108	-2	8	-1.4
Cc1cccc(C(=O)NCc2nnc(SCC(=O)NC(C)c3ccccc3)n2C)c1 (centres undefined)	108	9	0	7	96	99	8	-3	-1.3
CC(C)(C)c1cc(C(=O)N/N=C/c2ccc(F)cc2)n(-c2ccccc2)n1	92	6	0	6	90	91	5	3	-0.6
COc1cc(CNCCN(C)C)c(Br)cc1OC1CCCC1	100	-1	0	7	101	107	1	3	0.7
COc1ccc(NC(=O)CSc2ccc([N+](=O)[O-])cc2)cc1S(=O)(=O)N1CCOCC1	92	3	1	1	98	94	6	-1	/
Cc1ccc(S(=O)(=O)N2CCN(CC3CC4C=CC3C4)CC2)cc1 (centres undefined)	95	6	2	-7	105	102	1	1	1.3
Cc1cc(NC(=O)c2ccc(S(=O)(=O)N3CCc4ccccc43)cc2)no1	84	0	1	2	99	102	-2	-3	0.5
COc1ccc(NC(=O)COC(=O)c2c3c(nc4ccccc24)CCCC3)cc1Cl	93	-3	1	-6	100	97	2	-3	-0.3
COc1ccc(C2C(C#N)=C(N)N(N(C)C)C3=C2C(=O)CC(C)(C)C3)cc1OC (centres undefined)	99	4	0	8	97	97	3	2	-1.3
CC(C)C(C(=O)NC(C)(C)C)N(CCN1CCOCC1)C(=O)CNS(=O)(=O)c1ccccc1 (centres undefined)	112	2	0	-4	101	106	1	2	-0.4
Cc1cc(=O)[nH]c(CN2CCC(c3ccccc3)CC2)n1	77	12	3	4	105	104	5	10	2.6
O=C(NCC1CCCO1)c1ccc(COc2ccccc2)cc1 (centres undefined)	97	14	0	-8	101	93	1	2	-0.3
COc1ccc(/C=C/C(=O)C2C(=O)C=C(C)OC2=O)cc1O (centres undefined)	86	10	2	-75	96	90	-33	-20	-4.5
COc1ccccc1C(C)NC(=O)c1ccccc1SCC(=O)N1CCCC1 (centres undefined)	93	7	4	-13	112	100	-5	6	0.4
CCn1ncc(Br)c1C(=O)Nc1cccc(F)c1	108	6	1	1	96	94	-2	-3	1.0
FC(F)(F)c1ccc(C2NCCc3sccc32)cc1 (centres undefined)	87	12	0	4	109	110	1	-4	0.3
COc1ccc(-c2ccc(SCC(=O)NC3CCCCC3)nn2)cc1OC	137	11	2	-8	97	109	2	-10	-0.5
